Assay outcomes: PubChem, several laboratories
NOD2 inhibition: inhibition of NOD2-driven NF-kB reporter – cell-based, luminescence, uHTS, HEK293 (AID 1566); HEK293 NOD2/NF-kB luciferase reporter, luminescence; higher % means a stronger effect; one-dose inhibition, % at 4 µM; EC50 in µM for titrated hits; actives 0.63% (n = 290,000); also: many of its hits are not listed in these tables
LYP phosphatase: inhibitors of LYP phosphatase, biochemical, fluorescence intensity, uHTS (AID 1779) | recombinant LYP phosphatase, fluorescence intensity; higher % means a stronger effect | one-dose inhibition, % at 11.5 µM; IC50 in µM for titrated hits | actives 0.054% (n = 290,000);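 also: plate controls were vehicle with enzyme for no effect and no enzyme for full effect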
KOR beta-arrestin-1: kappa opioid receptor blockers – cell-based, luminescence, uHTS (AID 1778); KOR beta-arrestin recruitment, luminescence, antagonist mode; higher % means a stronger effect; one-dose inhibition, % at 10 µM; IC50 in µM for titrated hits; actives 0.091% (n = 290,000); also: strong numbers were not always called active
Myeloid diff 2: compounds promoting myeloid differentiation | calls only at 10 µM | actives 1% (n = 360,000) | ER-HoxA9 myeloid progenitors, lysozyme-GFP differentiation, flow cytometry;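 active = normalized GFP-positive differentiation at or above the plate's own cutoff, the solvent-only control mean plus 3 SD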;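 also: cells exposed to compound for four days before flow analysis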
Siah-1 displacement: blockers of Siah-1 interaction with plectin peptide – biochemical, fluorescence polarization, rhodamine-plectin, uHTS, primary screen (AID 1817). Siah-1 / rhodamine-plectin peptide fluorescence polarization; higher % means a stronger effect. displacement, % at 20 µM; hits with a dose series show IC50 in µM. actives 0.02% (n = 290,000);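 active = displacement of at least 50% at 20 µM, with a fluorescence ratio check between 0.3 and a set limit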;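 also: plate controls were Siah plus tracer with DMSO for no effect and tracer alone without Siah for full effect; strong numbers were not always called active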
PhoP inhibition: inhibitors of PhoP regulon expression, primary screen, Salmonella Typhimurium, GFP reporter (AID 1863) | actives 0.16% (n = 300,000) | S. Typhimurium PhoP-regulated promoter GFP reporter, 4 h; higher % means a stronger effect | inhibition, % at 50 µM, or IC50 in µM where a hit was titrated;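 active = inhibition over 29.93%, a cutoff 3 SD above the screen mean, later confirmed by dose response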;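 also: 0% = low Mg2+ inducing control and 100% = high Mg2+ repressing control; strong numbers were not always called active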
NOD1 inhibition: NOD1 signaling inhibitors, primary screen, cell-based, luminescence, uHTS (AID 1578). NOD1-driven NF-kB luciferase reporter cells, luminescence; higher % means a stronger effect. inhibition, % at 4 µM, or EC50 in µM where a hit was titrated. actives 1% (n = 290,000); in the data active = inhibition mostly above about 36%, no sharp cut-off; inactive = mostly below about 34%;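 also: HEK-293T reporter cells stimulated with the NOD1 agonist gamma-tri-DAP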
KOR beta-arrestin-2: kappa opioid receptor activators – cell-based, luminescence, uHTS, primary screen (AID 1777) | activation, % at 10 µM; hits with a dose series show EC50 in µM | KOR beta-arrestin recruitment, luminescence; higher % means a stronger effect | actives 0.02% (n = 280,000); in the data active = activation above about 50%, passing the limit was not always enough; also: a part of the inactive calls stands beside numbers as strong as those of hits
HIV peptide binding: cell-free HIV fusion peptide-binding blockers – biochemical, uHTS, fluorescence dequenching, primary screen (AID 1986). inhibition, % at 20 µM, or IC50 in µM where a hit was titrated. actives 0.3% (n = 290,000). cell-free peptide binding, fluorescence dequenching, 30 min; higher % means a stronger effect; in the data active = inhibition mostly above about 52%, no sharp cut-off; inactive = mostly below about 76%; also: some results filed as inactive read as strong as hits
Myeloid diff 2 GFP+ MAC1+ %: further read-out of Myeloid diff 2, marked with its call; GFP+ MAC1+ double positive, %; measured here: differentiation confirmed by MAC1 staining
* = called active by the depositor; i = inactive; nt = not tested or not shown; [ ] = another dose, or the depositor's remark. Rule as the data show it, unless noted: active = inhibition above about 50%; inactive = the rest.

SMILES	NOD2 inhibition	LYP phosphatase	KOR beta-arrestin-1	Myeloid diff 2	Myeloid diff 2 GFP+ MAC1+ %	Siah-1 displacement	PhoP inhibition	NOD1 inhibition	KOR beta-arrestin-2	HIV peptide binding
CCO[C@@H]1OC(C(=O)NCc2ccccc2)=C[C@H](c2ccc3c(c2)OCO3)[C@H]1CCCO	9.8%	-6.7%	-8.1%	i	1.5	6.9%	-8.9%	-5.7%	1.9%	0.9%
FC(F)(F)COc1ccc(-c2nnc(SCc3ccccc3)o2)cn1	-12.2%	3.0%	23.1%	i	0.7	2.0%	-3.1%	-11.1%	-1.8%	-0.7%
O=C(O)CCC(=O)NNC(=O)CCC(=O)Nc1ccccc1	-0.4%	-8.3%	0.5%[20 µM]	i	0.1	-1.5%	6.5%	29.4%	16.1%	-1.3%
COC(=O)c1ccccc1NC(=O)NCc1ccccc1	-0.5%	-2.6%	2.1%	i	0.2	1.2%	8.7%	-30.2%	-8.8%	-0.5%
CN(C)S(=O)(=O)N1CCc2ccccc21	-10.5%	0.9%	17.8%	i	1.9	-5.3%	10.1%	-13.7%	-2.2%	-1.1%
O=C(COc1ncnc2ccccc12)NCc1ccc2c(c1)OCO2	5.5%	1.2%	33.3%	i	2.2	1.1%	-1.6%	-21.5%	-2.7%	1.1%
CCCn1c(=N)n(CC(=O)c2ccc([N+](=O)[O-])cc2)c2ccccc21	24.3%	0.4%	-1.3%	i	0.2	6.6%	1.0%	-25.2%	2.5%	-0.8%
C/C=C(\C)c1nnc(NC(=O)c2ccco2)s1	-57.4%	-4.9%	29.1%	i	0.1	-2.8%	-7.8%	-37.8%	-0.2%	-1.4%
O=C(c1ccc(COc2ccccc2Cl)o1)N1CCOCC1	-3.5%	-5.4%	-13.2%	i	1.8	12.1%	12.5%	-18.0%	-0.8%	0.9%
CSc1ccc(C2C(C(=O)c3ccco3)=C(O)C(=O)N2c2nnc(SC)s2)cc1 (stereo not given)	-36.8%	1.7%	16.7%	i	3.0	1.4%	-15.4%	-39.3%	-2.0%	197.6%
COc1ccc(NC(=O)NN2CCOCC2)cc1OC	5.3%	-9.4%	-60.8%[20 µM]	i	0.5	-0.7%	4.6%	-38.0%	-0.3%	0.2%
COCCNC(=O)c1cn(C)c2ccccc2c1=O	2.3%	-1.0%	-11.7%	i	0.2	-3.5%	-6.8%	0.4%	-1.4%	-1.1%
COc1ccccc1/C=C/C(=O)OCC(=O)c1c(N)n(C)c(=O)n(C)c1=O	4.1%	-6.2%	-11.8%	i	1.3	1.2%	-10.9%	-17.1%	1.8%	-1.1%
CN(C)S(=O)(=O)c1ccc(C(=O)Nc2cccc(C(=O)O)c2)cc1	-3.3%	0.9%	14.2%	i	0.9	1.0%	3.0%	-12.2%	12.8%	1.9%
O=C(Nc1ccccc1Cl)N1CCN(c2ccc3nncn3n2)CC1	2.2%	-5.8%	18.2%	i	2.0	5.4%	-2.9%	2.6%	-0.1%	-1.3%
CS(=O)(=O)N(CC(=O)NCc1ccc2c(c1)OCO2)Cc1ccc(Cl)cc1	-17.0%	4.1%	16.5%	i	0.8	5.9%	-7.3%	-7.8%	-3.3%	-0.2%
COC(=O)[C@@]1(Cc2ccc(OC)cc2)[C@H]2c3cc(C(=O)N4CCCC4)n(CCO)c3C[C@H]2CN1C(=O)c1ccccc1	18.5%	-3.7%	7.4%	nt	nt	1.1%	-1.0%	-2.2%	0.7%	3.7%
O=C(c1noc2c1CCCC2)N1CCCC(N2CCN(c3ccccc3F)CC2)C1 (stereo not given)	-5.4%	-9.1%	-0.1%	i	1.1	0.3%	5.8%	14.2%	3.9%	-1.8%
COc1ccc(CN2CCNC(=O)C2CC(=O)NCCCn2cccn2)c(OC)c1 (stereo not given)	-3.7%	-0.8%	-7.1%	i	0.3	0.8%	0.5%	-28.9%	-2.0%	1.1%
CCOC(=O)c1c(Cc2ccccc2)c[nH]c1C	-18.6%	-7.4%	9.2%	i	0.3	4.0%	-6.4%	-24.0%	-4.3%	-1.3%
N#Cc1cccnc1Oc1ccccc1	-12.1%	-8.5%	4.4%	i	0.4	-3.2%	-7.0%	10.1%	2.5%	-2.5%
CC1CCN(C(c2ccc(N(C)C)cc2)c2nnnn2C(C)(C)C)CC1 (stereo not given)	4.0%	-1.6%	-27.0%	i	1.0	0.6%	14.1%	18.5%	-2.8%	-5.1%
Cc1ccc(/C=C2\SC(=S)N(CCC(=O)N3CCOCC3)C2=O)cc1	-19.4%	-5.1%	-7.7%	nt	nt	3.8%	-0.7%	10.6%	4.6%	-2.7%
O=C(CSc1nnc(SCc2ccccc2Cl)s1)N/N=C/c1ccc(C(=O)O)cc1	-25.2%	0.4%	-18.7%	i	0.9	-1.5%	-10.0%	-11.2%	nt	16.4%

As entered above.
In KOR beta-arrestin-1, `CN(C)S(=O)(=O)c1ccc(C(=O)Nc2cccc(C(=O)O)c2)cc1` is entered as 14.2%
In NOD2 inhibition, `COc1ccccc1/C=C/C(=O)OCC(=O)c1c(N)n(C)c(=O)n(C)c1=O` is entered as 4.1%

5 entries already listed, sorted by their value in PhoP inhibition, largest number first.
SMILES | NOD2 inhibition | LYP phosphatase | KOR beta-arrestin-1 | Myeloid diff 2 GFP+ MAC1+ % | Siah-1 displacement | PhoP inhibition | NOD1 inhibition | KOR beta-arrestin-2 | HIV peptide binding
CN(C)S(=O)(=O)N1CCc2ccccc21 | -10.5% | 0.9% | 17.8% | 1.9 | -5.3% | 10.1% | -13.7% | -2.2% | -1.1%
COc1ccc(NC(=O)NN2CCOCC2)cc1OC | 5.3% | -9.4% | -60.8%[20 µM] | 0.5 | -0.7% | 4.6% | -38.0% | -0.3% | 0.2%
COc1ccc(CN2CCNC(=O)C2CC(=O)NCCCn2cccn2)c(OC)c1 (stereo not given) | -3.7% | -0.8% | -7.1% | 0.3 | 0.8% | 0.5% | -28.9% | -2.0% | 1.1%
COC(=O)[C@@]1(Cc2ccc(OC)cc2)[C@H]2c3cc(C(=O)N4CCCC4)n(CCO)c3C[C@H]2CN1C(=O)c1ccccc1 | 18.5% | -3.7% | 7.4% | nt | 1.1% | -1.0% | -2.2% | 0.7% | 3.7%
O=C(Nc1ccccc1Cl)N1CCN(c2ccc3nncn3n2)CC1 | 2.2% | -5.8% | 18.2% | 2.0 | 5.4% | -2.9% | 2.6% | -0.1% | -1.3%

Going on with the list:
SMILES	NOD2 inhibition	LYP phosphatase	KOR beta-arrestin-1	Myeloid diff 2	Myeloid diff 2 GFP+ MAC1+ %	Siah-1 displacement	PhoP inhibition	NOD1 inhibition	KOR beta-arrestin-2	HIV peptide binding
COC(=O)c1ccc(NC(=S)NCCc2ccccc2C)cc1	9.8%	3.2%	26.1%	i	0.7	-4.7%	13.7%	-27.1%	4.0%	-0.2%
COc1ccc(NS(=O)(=O)c2cccc3nsnc23)cc1Cl	-4.4%	-8.3%	19.5%	i	0.5	0.6%	2.9%	-10.0%	-6.1%	-0.3%
COc1ccc(-c2ccc(SCC(=O)N3CCCC3)nn2)cc1OC	3.2%	-3.3%	-21.1%	i	1.9	-2.1%	5.5%	-24.1%	-1.0%	-0.1%
Cc1ccc(OCCn2cccn2)c(C)c1	4.9%	-3.2%	-13.0%	i	0.4	-0.5%	8.7%	-19.1%	-2.6%	-1.1%
COc1ccc(N2CCN(C(=O)c3ccc(OCC4CCCO4)cc3)CC2)cc1 (stereo not given)	6.5%	-0.4%	-11.4%	i	0.3	3.9%	9.9%	-7.3%	3.6%	0.6%
c1cncc(Cc2cc3ccccc3[nH]2)c1	-9.8%	-3.9%	23.1%	i	0.6	-2.0%	2.2%	-14.6%	-3.0%	0.0%
CCN(CC)CCCNc1ncnc2ccccc12	9.5%	-7.8%	7.8%[20 µM]	i	0.6	0.0%	-5.8%	-25.6%	nt	-1.1%
CC(C)(C)NC(=O)CCc1ncc(C(F)(F)F)cc1Cl	-3.7%	-2.3%	-5.3%	i	0.2	2.0%	5.7%	-43.3%	-6.1%	-2.1%
Nc1ccccc1-c1nc2ccccc2s1	-35.3%	-15.7%	-8.6%[20 µM]	i	0.6	0.2%	-0.6%	-37.6%	-8.1%	-1.0%
O=[N+]([O-])c1cc(-n2cnnn2)ccc1N1CCC(Cc2ccccc2)CC1	11.0%	6.2%	0.0%	i	0.7	1.3%	4.2%	32.6%	5.6%	-5.2%
CCC(C)(C)C1CCC(=NNC(=S)Nc2cccnc2)CC1 (stereo not given)	-0.8%	-0.4%	-13.1%	i	0.1	-10.3%	-1.5%	-22.0%	-4.5%	-0.8%
COCCNC(=O)CCCn1c(=O)c2cc(OC)c(OC)cc2n(CC(=O)NCCC2=CCCCC2)c1=O	7.5%	-9.8%	1.2%	i	0.2	10.9%	-6.5%	-13.3%	-4.4%	1.9%
COc1ccc(/C=N/N(C)c2cc(=O)n(C)c(=O)[nH]2)cc1OC	18.2%	-5.3%	-40.8%[20 µM]	i	0.1	13.2%	3.8%	-14.2%	-7.2%	0.2%
NS(=O)(=O)c1ccc(Sc2ccc3ccccc3c2)nc1	6.7%	-6.6%	-24.0%	i	0.4	-2.0%	0.2%	50.9%	2.1%	0.8%
CCOC(=O)C1(Cc2ccccc2)CCN(Cc2cccc3nccnc23)CC1	3.1%	-7.0%	4.6%	i	0.8	-1.2%	-1.2%	19.2%	-6.7%	-0.1%
CSc1nnc2c(n1)OC1(Nc3ccccc3-2)C(=O)Nc2ccccc21 (stereo not given)	15.7%	-7.7%	10.1%	i	0.7	6.4%	-16.3%	-33.3%	-6.2%	-2.4%
Cc1cc(C)c(S(=O)(=O)N2CCN(c3ccccc3)CC2)c(C)c1	-12.5%	-10.0%	-15.6%[20 µM]	i	0.5	-1.6%	-3.0%	-19.0%	-1.5%	-1.4%
CCOC(=O)c1c(C)c(C)n(Cc2ccc(OC)c(OC)c2)c1C	21.5%	-5.3%	-31.0%	i	0.9	1.8%	7.1%	-1.3%	-0.9%	-1.8%
CC(C)NC(=O)[C@@H]1C[C@@]1(C)[C@@H](NC(=O)OCc1ccccc1)c1ccccc1	14.9%	-4.4%	2.4%	i	0.9	-1.0%	2.2%	-31.6%	1.0%	1.0%
CCN(CC)C1CC(=O)N(c2cccc(Cl)c2)C1=O (stereo not given)	2.9%	-7.4%	-2.7%[20 µM]	i	0.8	5.1%	7.7%	-27.8%	-4.6%	-1.2%

Some of the compounds tested; the hit share may differ from the screen's.
